Screens as filed in PubChem BioAssay.
Pf Dd2 inh: blocks in vitro growth of P. falciparum Dd2 | Potency, µM (top dose mostly 28.9 µM), for the others: top-dose activity, negative = inhibition, most hits filed as inhibitors | 120,000 compounds, 4.3% hits | P. falciparum Dd2 growth, SYBR Green, 72 h; active = well fitted inhibition curve with a large enough effect; inconclusive = small, poorly fitted or top-dose-only effect; inactive = no such curve, though single readings can be large or run the other way;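 also: plate controls were DMSO vehicle for no effect and reference drug for full effect; nearly all actives have a fitted effect of over 65% in size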
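Readout: SYBR Green fluorescence, 485 nm excitation, 535 nm emission, after ~16 h lysis at 37C. Before that, Dd2-infected red cells (2.5% hematocrit) grew 72 h with compound, 29 uM top final concentration.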
An asterisk follows results filed as active; i = inactive; ? = inconclusive; & = joins results of further samples; [ ] = remark or other dose. Potency is read from the fitted curve at half-maximal effect. A portion of the library; the hit share may differ from the screen's.

SMILES	Pf Dd2 inh
Cc1nc(-c2ccc(CNC(=O)CN3CCN(c4ncccn4)CC3)cc2)no1	-13%
O=S(=O)(NCc1csc(-c2ccccc2)n1)c1cccc(F)c1	40%[activator]
COc1ccc(C2Cn3cnc(C(=O)N4CCC(C(=O)Nc5cc(C)cc(C)c5)CC4)c3CO2)cc1 (stereo not drawn)	i
COc1cccc(Nc2nc3cc(C)ccc3nc2NS(=O)(=O)c2ccc(Cl)cc2)c1	?
COc1cc(Cl)c(C)cc1Nc1nc2ccccc2n2cnnc12	-3%
Cc1ccc(-n2ncc3c(NCC(C)C)ncnc32)c(C)c1	18%
Cc1nc(-c2cccs2)cc([C@H]2CN3CC[C@H]2C[C@@H]3CNS(=O)(=O)c2ccccc2)n1	?
CNC(=O)[C@@H]1C[C@H](Oc2ccccc2)CN1C(=O)c1cc(-c2ccc(C)cc2)n[nH]1	?
COc1cc(CN2CC=C(C)CC2)ccc1OCC(O)CN1CCSCC1 (stereo not drawn)	-14%
COc1cccc(NS(=O)(=O)c2ccc3[nH]cc(C(=O)N(C)Cc4ccco4)c(=O)c3c2)c1	2%
O=C(Nc1cccc(C(F)(F)F)c1)Nc1ccc2snnc2c1	1.1µM*
CCc1ccc(NC(=O)COCc2cc(-c3ccc(F)cc3)on2)cc1	-8%
CC(=O)N[C@@H]1CN(Cc2cccc(Br)c2)C[C@H]1CO	i
Cn1c([C@H]2CCN(Cc3ccc(F)c(F)c3)C2)nc2ccccc21	i
CC(C)(C)c1cc(C[C@@H]2C[C@H](NS(C)(=O)=O)C2(C)C)no1	?
Cn1ncc(N2CCCC(CC(=O)N3CCSCC3)C2)cc1=O (stereo not drawn)	-9%
CN1CCC(NC(=O)C2CCCN(S(C)(=O)=O)CCC(=O)NCC2)CC1 (stereo not drawn)	19%
CCN1CCN(c2ncnc3c2cnn3-c2ccc(C)cc2)CC1	?
CCOCCn1ccc2c(OCC(=O)NCc3ccc(C)cc3)cccc2c1=O	8%
COc1cccc(CCC(=O)N2CCC(Cc3nc(C4CC4)n[nH]3)CC2)c1	?
Cc1ccc2c(c1)N(C(=O)Nc1cccc3c1CCCC3)CC(C)O2 (stereo not drawn)	-13%
CC(c1cccs1)N(C)Cc1ccc(C(F)(F)F)cc1 (stereo not drawn)	-10%&-7%[44.1 µM]
CCOc1ccc(NC(=O)Cn2c(-c3cnccn3)nc(C)c(C)c2=O)cc1	i
Cc1ccccc1-c1nc(CS(=O)(=O)CC(=O)NCC(C)c2ccccc2)c(C)o1 (stereo not drawn)	3%
O=C1O[C@@H]2CN(c3ncccn3)C[C@@H]2N1CCc1ccc(F)cc1	3%
CCC(=O)Nc1cccc(OCC(=O)NCc2sc(C)nc2CC)c1	-1%
CCOCCCNC(=O)C1CCN(c2nc3ccc(Cl)cc3[nH]2)CC1	i
COc1ccc(CN2C(=O)[C@@H]3C[C@@H](CN3Cc3cccs3)Oc3ccccc32)cc1	?
N#Cc1ccc(NC(=O)c2ccc3c(c2)nnn3C2CCCC2)cc1	7%
CCCSc1ncnc2c1c(-c1ccccc1)cn2-c1ccccc1OC	-10%
Cc1cc(C)c(Cn2c(C)c(CNCc3ccccc3C)c(C(=O)O)c2C)c(C)c1	?
CC(=O)Nc1cc(NC(C)=O)cc(-c2nc3ccccc3[nH]2)c1	?
Cc1nc(-c2c3n(c(=O)n(CC(=O)Nc4ccccc4F)c2=O)CCCCC3)no1	18%
CCc1nonc1NC(=O)c1oc2ccccc2c1C	9%
CCN1CCN(Cc2cc(C)cc(CN(C)Cc3ccccn3)c2C)CC1	?
CNC(=O)[C@@H]1C[C@@H](O)CN1C1CCN(C(=O)CCc2nc3ccccc3s2)CC1	10%
N#Cc1ccc(CN2CCc3nc(N4CCc5ccccc5C4)[nH]c(=O)c3CC2)cc1	46%[activator][5.79 µM]
Cc1cc(OCC(=O)NCC2(N3CCN(C)CC3)CCCCC2)cc(C)c1Cl	?
Cc1ccc(N2CCN(C(=O)c3c(C)oc4ncnc(N5CCOCC5)c34)CC2)c(C)c1	i
CCCCN1C(=O)[C@@H]2C[C@@H](O)CN2C2(CN(Cc3cccs3)C2)C1=O	-9%[44.1 µM]
CCc1nc(-c2c3n(c(=O)n(CC(=O)NCc4ccccc4)c2=O)CCCCC3)no1	-1%
CCn1c(CN2CCN(C)CC2)nc2cc(NC(=O)c3ccc([N+](=O)[O-])cc3)ccc21	?
CCN(CC)S(=O)(=O)c1ccc(NC(=O)[C@H](CSCc2ccccc2)N2Cc3ccccc3C2=O)cc1	5µM*
Cc1ccccc1-c1nccn2c(C3CN(Cc4ccccc4O)C3)ncc12	0.35µM*
COCCN1CCC2(C1)CN(C)c1ccc(C(=O)NCCOc3ccccc3)cc12 (stereo not drawn)	57%[activator][44.1 µM]
CCOC(=O)CN1CCN(C(=O)CCc2cc3cc(OC)ccc3[nH]c2=O)CC1	-17%
Cc1c(C)n(Cc2ccccc2)c2ccc(C(=O)N3CCN(c4ccccc4)CC3)cc12	13%
COc1cccc(NC(=O)Cn2c(=O)n(CCCCC(=O)NCCc3ccccc3)c(=O)c3ccccc32)c1	i
Cc1ccc(N(C)C(=O)c2sc3nc4n(c(=O)c3c2C)CCCC4)cc1C	?
Cn1cc(S(=O)(=O)N2Cc3ccccc3C[C@H]2C(=O)NC(C)(C)C)cn1	1%
COc1ccc(/C=C/c2onc(C)c2S(=O)(=O)N2CCC(C(=O)N3CCCCC3)CC2)cc1	?
COc1cc2c(cc1OCc1ccccc1)N(C(=O)c1ccncc1)CC21CCN(C)CC1	?
COCCN1CCC(CN(Cc2ccc(Cl)s2)CC2CCCO2)CC1 (stereo not drawn)	?
O=C1CCCN1CC(=O)N1C[C@@H](COCC2CC2)[C@H](c2ccncc2)C1	36%
CCCNC(=O)[C@H]1CCC[C@H]1NC(=O)c1ccc(OC)cc1	-14%
CNCCN1C(=O)CC[C@H]2CN(C(=O)CCc3ccsc3)CC[C@H]21	-24%
COc1ccc(Cl)cc1NC(=O)CN(c1cccc(C)c1C)S(=O)(=O)c1ccccc1	-4%
CC(=O)NCC(=O)N1Cc2ccccc2CC2(CCCN(CC3CCNCC3)C2)C1 (stereo not drawn)	10%
COc1ccc(-c2nc(C3CC(=O)N(c4ccc(C)cc4)C3)no2)cn1 (stereo not drawn)	84%[activator]
Cc1ccc(Cn2cccc(C(=O)Nc3nnc(C)s3)c2=O)cc1	-10%

Further results follow.
SMILES	Pf Dd2 inh
C=CCNC(=O)C(NC(=O)c1cccc(C)c1)C1CCN(C(=O)c2ccccc2OC)CC1 (stereo not drawn)	i
CNC(=O)[C@@H]1C[C@H](N)CN1S(=O)(=O)c1cccc(OC)c1	-6%
CC1CCN(C(=O)[C@@H](C)C2CC[C@@]3(C)CC[C@H](NC(=O)c4ccccn4)[C@@H](C)[C@@H]3[C@H]2O)CC1 (stereo partly drawn)	-6%
CNC(=O)c1cc[nH]c1C1CCCN(C(=O)c2ccc(Cn3ccnc3)o2)C1 (stereo not drawn)	1%
CN(Cc1cccnc1)c1nc2c(c(=O)[nH]1)CCN(Cc1ccc(Cl)cc1)CC2	-10%[5.79 µM]
COc1ccc(C)cc1-c1cn(C)c(=O)n2cc(COc3ccccc3)nc12	i
O=C(CCc1conc1-c1ccccc1F)NCc1cccc(Cl)c1	i
COCc1nncn1C1CCN(S(=O)(=O)c2ccc(OC)cc2)CC1	-24%
COc1cccc(CN2CCCC(COc3ccccc3C(=O)NC3CC3)C2)n1 (stereo not drawn)	-9%
CCC(=O)Nc1cccc(-c2nnc3n2CCCC3)c1	?
CCCOC(=O)c1c(C)oc2c1cc(NS(=O)(=O)c1ccc(OCC)cc1)c1ccccc12	-11%
CC(C)CCn1c(=O)c2sccc2n2c(CCCC(=O)NCCc3ccccc3)nnc12	-23%
O=C(Nc1cccc(F)c1)C1CCN(S(=O)(=O)c2ccc3[nH]c4c(c3c2)CCCCC4)CC1	11µM*
O=C(Cc1cccc(F)c1)NCc1nnc2ccc(-c3ccc(Cl)cc3)nn12	-4%
Cc1cc(CN2CCC(c3nnc(CN4CCCC4)n3C3CC3)CC2)on1	-15%
COc1ccc(N2CCN(CC(O)COc3ccc(C)cc3C)CC2)cc1 (stereo not drawn)	1%
Cc1ccc(-c2noc([C@@H]3CCCN3C(=O)Cc3ccccc3Cl)n2)cc1	i
NC(=O)c1nnn([C@H]2CCN3C(=O)[C@@H](Cc4c[nH]c5ccccc45)NC(=O)[C@@H]3C2)c1C(N)=O	-12%
CN1CCC2(C1)CN(CC1CCOCC1)c1ccc(C(=O)NCCOc3ccccc3)cc12 (stereo not drawn)	i
COC(=O)[C@@H]1Cc2c([nH]c3ccccc23)[C@H]2C[C@@H](NCc3cccs3)C[C@@H](c3ccc(F)cc3)N21	?
CN1CC2(CCN(C(=O)Nc3ccccc3)CC2)CC1C(=O)N1CCOCC1 (stereo not drawn)	-1%
O=C(O)c1ccc(NC(=O)c2ccc(Br)c(S(=O)(=O)N3CCCC3)c2)cc1	-9%
CCN1CCCCC12Cc1ccccc1CN(C(=O)C1CCN(C)CC1)C2 (stereo not drawn)	-17%
COc1cccc(C(=O)N2CCC(N3C[C@H](O)C[C@H]3C(=O)NCc3ccc(C)cc3)CC2)c1	?
O=C1CC(c2ccccc2)N(C(=O)CNC(=O)c2cccnc2)CCCCCCN1 (stereo not drawn)	24%
O=C(c1ccc(F)cc1)N1CCC(OCC2CC2)C1 (stereo not drawn)	-15%
COc1ccc(OC)c(S(=O)(=O)N2CCCCCCNC(=O)[C@@H]3CCC[C@@H]32)c1	-25%
O=C(CCc1nc2ccccc2[nH]1)N1CCCC(Cc2noc(-c3ccccc3)n2)C1 (stereo not drawn)	?
Cc1noc(-c2ccco2)c1C(=O)NCc1ccc(F)cc1F	i
CCCOc1ccc(C(=O)Nc2ccc3nn(-c4ccc(OC)c(Cl)c4)nc3c2)cc1	i
CC(C)NC[C@H]1COCc2nc3cc(S(C)(=O)=O)ccc3n21	0%[44.1 µM]
CCc1ccccc1N(C)C(=O)c1cc2c(=O)oc3ccccc3c2s1	7%
Cc1ccc(C)c(NC(=O)CN2C(=O)C3(SCC(=O)N3c3ccc(C)c(C)c3)c3ccccc32)c1 (stereo not drawn)	11µM*
Cc1nn(CCC#N)c(C)c1[C@@H]1C=C[C@@H](NC(=O)CCCC(=O)O)C1	-14%[44.1 µM]
COc1cc(OC)c(NC(=O)N2CCSc3ccccc32)cc1Cl	4%
CC(C)(C)c1noc(-c2nnn3c2COC(c2ccc(Cl)cc2)C3)n1 (stereo not drawn)	-6%
O=C(O)CC1(CC(=O)N[C@H]2CO[C@H]3[C@@H]2OC[C@H]3O)CCCC1	-17%[44.1 µM]
Cc1noc(C)c1-c1cnc2[nH]cc(CC(N)=O)c2c1	-8%[44.1 µM]
CCCN(CCC)CCCNC(=O)c1cc2c(=O)[nH]c3ccccc3c2n1C	i
Cc1ccc(C2(O)CCN(C(=O)C(N)CC3CCCC3)CC2)nc1 (stereo not drawn)	-22%
O=C(COc1ccc(Cl)cc1)N1CCc2n[nH]c(=O)n2CC1	28%
COc1cccc(N2CC(C(=O)N3CCOCC3)NC2=O)c1 (stereo not drawn)	15%[44.1 µM]
CCOC(=O)c1c(NC(=O)c2cc(=O)c3c(C)cc(C)cc3o2)sc(C)c1C	30%
CC(C)[C@@H](N)C(=O)N1CCC(n2nccc2NC(=O)c2cccc(F)c2)CC1	-14%
CCC(=O)NNc1ncnc2c1cnn2-c1ccc(C)c(Cl)c1	i
CCOc1ccc(CN2CCC(c3nnc(Cn4cncn4)n3C)CC2)cn1	4%
Cc1nc(C(=O)N2CC(F)(F)C[C@H]2c2nnc(C3CC3)o2)co1	-18%
Cc1ccc2[nH]c(=O)c3cc(C(=O)NC4CCC(C)CC4)sc3c2c1 (stereo not drawn)	-4%
CCOc1ccc(C2C(C(=O)Nc3ccc(OC)cc3)=C(C)Nc3nc(CCCO)nn32)cc1 (stereo not drawn)	i
CC(C)CC(=O)N1CCCC(c2noc(COc3ccccc3F)n2)C1 (stereo not drawn)	i
Cc1cc(=O)n(CC(=O)Nc2ccc(Br)cc2)c(N2CCc3ccccc3C2)n1	-3%
